High-throughput results from PubChem.
Apaf-1 inh: blocks human Apaf-1 apoptosome activity; 330,000 compounds, 0.71% hits; AID 489030; inhibition, % at 20 µM; reconstituted apoptosome caspase-3 activity, DEVD-Rh110 fluorescence; active = inhibition of at least 40% at 20 µM;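 note: plate controls were DMSO wells for no effect and DEVD-CHO caspase inhibitor wells for full effect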
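Assay system – apoptosome proteins · Medium – Hepes buffer, pH 7.5 · Also added – cytochrome c with DEVD-Rh110 · Timing – 30 min compound preincubation, 50 min activation, room temperature · Detection – Rh110 fluorescence, excitation 480 nm, emission 540 nm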
Jurkat NFkB inh: lowers PMA/ionomycin-induced NF-kB signal in Jurkat cells | PMA/ionomycin-induced NF-kB luciferase reporter, luminescence | inhibition, % at 4 µM | 330,000 compounds, 0.53% hits
HKDC1 inhibitor: HKDC1 (human) hexokinase inhibition. Q2TB90. recombinant HKDC1, G6PDH/diaphorase resazurin coupled fluorescence. inhibition, % at 20 µM. 340,000 compounds, 0.16% hits;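 active = inhibition above about 35% when tested at 20 µM, limit read from the data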;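 note: plate controls were DMSO wells with enzyme for no effect and DMSO wells lacking enzyme for full effect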
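Test system: recombinant HKDC1 (HK5) hexokinase enzyme, produced in-house / Doses: 20 µM test compound, 1% DMSO / Timing: 90 min, room temperature / Detection: G6PDH/diaphorase-coupled fluorescence, 1 mM NADP, 100 µM resazurin, 525/613 nm / Control set: DMSO wells with and without enzyme mix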
Gli-Sufu block: blocks Gli-Sufu signaling in a luciferase reporter. Sufu-KO-LIGHT fibroblasts, Gli luciferase reporter luminescence. inhibition, % at 5 µM. 340,000 compounds, 0.74% hits. AID 588413;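 active = inhibition above about 55%, limit read from the data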;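 note: 0% = DMSO-treated cells and 100% = wells with medium but no cells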
697 NFkB inh: inhibitors of the PMA/ionomycin-induced NF-kB reporter in 697 B cells; 330,000 compounds, 0.33% hits; AID 435022; inhibition, % at 4 µM; 697 B-cell NF-kB luciferase reporter, 16 h; in the data active = inhibition above about 35%
UBC13 inh: human UBC13 polyubiquitination inhibition | UBC13 polyubiquitin chain formation, TR-FRET | inhibition, % at 20 µM | 330,000 compounds, 0.47% hits | AID 485273; in the data active = inhibition above about 45%, passing the limit was not always enough
Target sequence (P61088 whole entry, looked up): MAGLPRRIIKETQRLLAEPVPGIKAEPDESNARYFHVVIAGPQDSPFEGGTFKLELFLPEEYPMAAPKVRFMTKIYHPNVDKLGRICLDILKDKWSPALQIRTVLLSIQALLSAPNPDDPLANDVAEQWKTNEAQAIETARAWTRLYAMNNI
SENP7 block: blocks the human protease SENP7; recombinant SENP7, Z-RLRGG-aminoluciferin luminescence, 40 min; inhibition, % at 5 µM; 330,000 compounds, 1.5% hits; AID 434973;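 active = inhibition above about 50% at the single test dose, limit read from the data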;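 note: plate controls were DMSO with enzyme for no effect and no enzyme buffer wells for full effect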
Target sequence (Q9BQF6 706-1050 limits assumed): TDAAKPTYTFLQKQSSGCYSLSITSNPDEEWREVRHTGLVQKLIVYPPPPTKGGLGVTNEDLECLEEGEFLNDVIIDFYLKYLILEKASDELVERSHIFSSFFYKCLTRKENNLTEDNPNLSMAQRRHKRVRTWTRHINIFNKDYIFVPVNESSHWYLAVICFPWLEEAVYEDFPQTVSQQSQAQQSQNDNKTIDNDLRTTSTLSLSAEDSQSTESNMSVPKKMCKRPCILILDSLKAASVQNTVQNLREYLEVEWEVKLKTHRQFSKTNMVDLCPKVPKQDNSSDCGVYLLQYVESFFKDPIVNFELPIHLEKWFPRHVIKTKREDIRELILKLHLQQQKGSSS
SENP8 inh: blocks the human protease SENP8; Q96LD8; purified SENP8, Z-RLRGG-aminoluciferin cleavage, luminescence; inhibition, % at 10 µM; 330,000 compounds, 1.2% hits
Target sequence (Q96LD8 whole entry, looked up): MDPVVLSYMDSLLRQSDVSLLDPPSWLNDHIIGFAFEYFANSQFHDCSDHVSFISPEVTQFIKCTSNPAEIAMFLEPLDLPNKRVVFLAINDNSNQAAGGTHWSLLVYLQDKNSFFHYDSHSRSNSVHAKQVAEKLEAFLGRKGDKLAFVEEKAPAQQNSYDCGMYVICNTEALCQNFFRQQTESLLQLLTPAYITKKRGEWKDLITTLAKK
* marks the source's active call; other numbers are inactive results; . = no result given. Cut-off read from the data, not from the text of the source, unless noted: active = inhibition above about 50%; inactive = the rest. Outcome played no part in choosing rows (roughly 3.6% active in at least one column).

smiles	UBC13 inh	Gli-Sufu block	Apaf-1 inh	Jurkat NFkB inh	HKDC1 inhibitor	SENP7 block	SENP8 inh	697 NFkB inh
COc1ccccc1C1CC(=O)Oc2cc(C)c(Cl)cc21 (configuration not stated)	.	4	12	.	8	2	.	7
CC(C)(C)c1ccc(C(=O)NC(=S)NNC(=O)COc2ccccc2)cc1	-25	-22	18	-51	-8	-6	-5	-152
COc1cccc(C(=O)Nc2ccc3[nH]c(=O)[nH]c3c2)c1OC	-1	-17	4	2	-2	5	7	3
O=C(CN1CCCCC1)NC(=O)NC1CCCCC1	39	-4	-3	-26	-4	-7	-3	15
CSc1ccc(Cl)c(C(=O)NNC(=O)c2csc(N3CCOCC3)n2)c1	-3	-5	-5	-3	3	19	-7	-12
Nc1nc2nc(-c3cccs3)cc(C(F)(F)F)n2n1	23	-1	10	-3	0	13	-5	2
CCOc1ccc2nc(N(CCCN(C)C)C(=O)c3ccc(C(=O)c4ccccc4)cc3)sc2c1	88*	65*	19	14	2	6	-2	18
COc1cc(C)c(Cl)cc1S(=O)(=O)N(C)C	-3	-2	7	-15	2	8	3	1
CSCCC(NC(=O)c1ccccc1)C(=O)OCC(=O)N(C)CCC#N (configuration not stated)	0	0	-15	5	-3	-4	3	16
Cc1ccc(C)c(Sc2ccc(NC(=O)CCN3C(=O)NC4(CCCC4)C3=O)cc2)c1	18	-2	28	-19	5	10	1	-1
O=C(c1cc(-c2cccc(O)c2)on1)N1CCCCC1	3	-3	17	-160	0	68*	61*	-184
COc1ccc(S(=O)(=O)CC2(O)CCN(C(=O)C(C)(C)C)CC2)cc1	-10	-3	-2	5	-3	-13	-11	5
Cc1nn(Cc2ccccc2)c(C)c1NC(=O)CSc1nc(C2CC2)nc2c1cnn2-c1ccccc1	13	0	10	-7	-4	2	6	16
COc1cc(/C=C(/C#N)C(=O)NCCCc2ccccc2)ccc1OCC(=O)O	-12	-3	-3	-10	6	-3	0	5
CCCCC(=O)Nc1ccc(C2C(=O)c3ccccc3C2=O)cc1	-30	-4	-5	-4	-1	-7	3	-22
Cc1nc(SCCC(=O)O)c2cc(-c3ccccc3)sc2n1	-14	17	4	26	2	60*	71*	24
Cc1onc(-c2c(Cl)cccc2Cl)c1C(=O)NNC(=O)c1c(-c2c(Cl)cccc2Cl)noc1C	-8	8	7	3	2	-9	-13	2
Cc1c(C(=O)NCc2ccc3c(c2)OCO3)sc2nc(-c3ccccc3)cn12	-4	-9	14	6	8	3	-3	19
CCOc1cc2[nH]c(=O)n(Cc3cccc(OC)c3)c(=O)c2cc1OCC	7	-6	2	2	-1	8	-1	15
CCN(c1ccccc1C(=O)O)S(=O)(=O)c1ccc2[nH]c(=O)[nH]c2c1	0	3	-2	14	1	-1	6	19
CC(=O)C1=C(O)C(=O)N(C)C1c1ccccc1[N+](=O)[O-] (configuration not stated)	-14	35	12	-7	7	0	-4	-9
Nc1nn2cc(-c3ccccc3)nc2c2ccccc12	17	-91	-2	-190	3	69*	56*	-182
CC1(C)C(c2cccs2)=[N+]([O-])C2(CCCCC/C2=N\O)N1O (configuration not stated)	-10	-1	8	5	-1	0	-1	-21
O=C(NCc1n[nH]c(=S)n1-c1ccc(Cl)c(Cl)c1)c1ccc(S(=O)(=O)N2CCCCC2)cc1	0	-10	10	1	-2	-3	4	13
COc1ccc(C(=O)Nc2ccc(NC(=O)c3ccco3)cc2)cc1	-2	11	0	-4	-6	7	1	5
Cc1cccc(Cn2nc(-n3cccc3)c3c(C)cc(C)nc32)c1	8	3	5	3	-8	1	-1	1
Cn1c(=O)c2cc3ccc(Cl)cc3nc2n(C)c1=O	2	2	-5	9	-2	6	6	6
Nc1c(C(=O)c2ccccc2)oc2ccccc12	-9	-36	6	-10	-2	-7	-20	-3
CCC1=C2CC[C@H]3C(=O)N(c4ccccc4)C(=O)[C@H]3[C@H]2[C@@]2(C)C(=NCC3CC3)OC(=O)N2C1=O	1	-3	2	-3	-1	5	-9	0
Clc1ccc(CONc2ncnc3nonc23)c(Cl)c1	3	-45	8	-63	-8	3	-4	-50
CC(/C=C1\SC(=S)N(CC(=O)O)C1=O)=C\c1ccccc1	-10	2	3	2	6	2	-22	10
CCOC(=O)N1CCN(C(=O)c2ccc(N3CCCC3=O)cc2)CC1	5	3	-5	3	-3	4	-4	10
OC1CN=C2C=CC=CN2C1 (configuration not stated)	7	1	-3	17	-11	3	1	0
COc1ccc(Cl)cc1NC(=O)CSc1nnc(C)c(=O)n1N	12	-4	-17	13	-4	2	2	15
COc1ccc(Cn2ccnc2SCC(=O)Nc2ccccc2F)cc1	-12	4	15	29	-8	-6	7	-1
O=C(Cc1c[nH]c2ccccc12)Nc1nc2ccccc2[nH]1	-3	-8	6	-18	7	11	10	-16
Cc1ccc(C(=O)CC2(O)C(=O)N(Cc3ccccc3)c3ccccc32)o1 (configuration not stated)	11	-10	4	-13	-2	4	8	-5
N=c1n(Cc2ccccc2)c2ccccc2n1CC(O)c1ccco1 (configuration not stated)	11	-15	0	0	-8	2	-3	-19
COCCCNC(=O)CC1C[C@H](C(=O)N(C(C)C)C(C)C)[C@@]2(C)c3[nH]c4ccc(OC)cc4c3CCN2C1=O (some centres not stated)	.	19	2	.	1	-2	.	4
CCOc1ccc(NC(=O)CSc2nnc(C34CC5CC(CC(C5)C3)C4)n2C)cc1	4	7	17	5	-2	1	-1	-2
O=C(c1cccc([N+](=O)[O-])c1)c1ccccn1	-2	6	6	1	-3	11	-2	-3
CCOC(=O)N1CCN(C(=O)c2ccc3nc4ccsc4c(=O)n3c2)CC1	29	-4	-3	0	-1	2	5	14
CC(=O)c1cccc(NC(=O)c2sc3nc4n(c(=O)c3c2C)CCCCC4)c1	-2	14	-5	7	0	1	-2	-6
CC(=O)Nc1ccc(S(=O)(=O)NCC2CCC(C(=O)NC(C)c3ccccc3)CC2)cc1 (configuration not stated)	9	1	-10	14	8	4	0	10
CCCCn1c(SCC(=O)N2c3ccccc3CCc3ccccc32)nc2c1c(=O)n(C)c(=O)n2C	-2	8	26	9	-3	11	5	21
Nc1nc(Nc2ccccc2)nc(NCc2ccco2)c1[N+](=O)[O-]	-2	-4	33	-23	6	-4	-11	-23
C=CCn1c(-c2cc3c(s2)CCC(CC)C3)n[nH]c1=S (configuration not stated)	1	-6	5	-22	13	1	0	-19
COc1ccc(CN(Cc2ccc(C(=O)O)cc2)C(=S)Nc2ccccc2C)cc1OC	-15	-3	2	-5	-7	-11	-6	-18
Cc1oc(-c2ccccc2Cl)nc1CN1CCCCC1c1cccnc1 (configuration not stated)	2	0	3	0	9	-4	5	0
O=C(COC(=O)c1cnccn1)c1ccc(-c2ccccc2)cc1	2	-7	10	8	-2	39	-19	3
CCOC(=O)CN1C(=O)C(C)(C)Oc2ccc(C(=O)Nc3ccccc3)cc21	1	-26	14	-18	-1	2	-3	-1
CC(C)=Cc1oc2ccc([N+](=O)[O-])cc2c1N1CC(C)OC(C)C1 (configuration not stated)	2	8	16	2	-4	7	0	0
CC(C)(C)NC(=O)CN(CC1CCCO1)C(=O)CNS(=O)(=O)c1ccc(F)cc1 (configuration not stated)	-5	29	3	-45	-5	-10	-2	-17
Cc1cc(NC(=O)CSc2nc3cc4c(cc3c(=O)n2CCc2ccccc2)OCO4)no1	1	15	5	-2	-5	3	10	18
Cc1ccc(N2C(=O)NC(NS(=O)(=O)c3ccccc3)(C(F)(F)F)C2=O)cc1 (configuration not stated)	6	-4	6	-5	-2	-1	-4	2
O=C(COC(=O)c1ccccn1)Nc1nc(-c2cccc([N+](=O)[O-])c2)cs1	8	-7	1	-15	-4	0	-2	-2
CCOC(=O)c1ccc(Nc2ncnc3ccc(C)cc23)cc1	5	1	3	9	-4	-2	-1	-11
O=C(OCC(=O)N1CCOCC1)c1ccc2[nH]c3c(c2c1)CCCC3	-9	4	-10	-23	2	-3	-6	-4
COc1cc(NC(=O)c2ccco2)c(OC)cc1NC(=O)Nc1ccc(Cl)cc1	-8	1	-13	-10	-6	6	5	13
O=C(CN1C(=O)CS/C1=C\c1nc(-c2ccc(Cl)cc2)cs1)Nc1cccnc1Cl	-29	-3	-1	-7	-6	-5	-5	17

Ordered by molecular weight (high to low): some entries from above.
smiles	UBC13 inh	Gli-Sufu block	Apaf-1 inh	Jurkat NFkB inh	HKDC1 inhibitor	SENP7 block	SENP8 inh	697 NFkB inh
COCCCNC(=O)CC1C[C@H](C(=O)N(C(C)C)C(C)C)[C@@]2(C)c3[nH]c4ccc(OC)cc4c3CCN2C1=O (some centres not stated)	.	19	2	.	1	-2	.	4
CCCCn1c(SCC(=O)N2c3ccccc3CCc3ccccc32)nc2c1c(=O)n(C)c(=O)n2C	-2	8	26	9	-3	11	5	21
CCOc1ccc(NC(=O)CSc2nnc(C34CC5CC(CC(C5)C3)C4)n2C)cc1	4	7	17	5	-2	1	-1	-2
COc1cc(NC(=O)c2ccco2)c(OC)cc1NC(=O)Nc1ccc(Cl)cc1	-8	1	-13	-10	-6	6	5	13
O=C(COC(=O)c1ccccn1)Nc1nc(-c2cccc([N+](=O)[O-])c2)cs1	8	-7	1	-15	-4	0	-2	-2
CCOC(=O)CN1C(=O)C(C)(C)Oc2ccc(C(=O)Nc3ccccc3)cc21	1	-26	14	-18	-1	2	-3	-1
COc1ccc(Cn2ccnc2SCC(=O)Nc2ccccc2F)cc1	-12	4	15	29	-8	-6	7	-1
COc1ccc(Cl)cc1NC(=O)CSc1nnc(C)c(=O)n1N	12	-4	-17	13	-4	2	2	15
CCOC(=O)N1CCN(C(=O)c2ccc(N3CCCC3=O)cc2)CC1	5	3	-5	3	-3	4	-4	10
Nc1nc(Nc2ccccc2)nc(NCc2ccco2)c1[N+](=O)[O-]	-2	-4	33	-23	6	-4	-11	-23
C=CCn1c(-c2cc3c(s2)CCC(CC)C3)n[nH]c1=S (configuration not stated)	1	-6	5	-22	13	1	0	-19
O=C(Cc1c[nH]c2ccccc12)Nc1nc2ccccc2[nH]1	-3	-8	6	-18	7	11	10	-16
O=C(c1cccc([N+](=O)[O-])c1)c1ccccn1	-2	6	6	1	-3	11	-2	-3
OC1CN=C2C=CC=CN2C1 (configuration not stated)	7	1	-3	17	-11	3	1	0

Part of the list above in a different format.
> O=C(COC(=O)c1ccccn1)Nc1nc(-c2cccc([N+](=O)[O-])c2)cs1
  UBC13 inh = 8; Gli-Sufu block = -7; Apaf-1 inh = 1; Jurkat NFkB inh = -15; HKDC1 inhibitor = -4; SENP7 block = 0; SENP8 inh = -2; 697 NFkB inh = -2

> CCOC(=O)c1ccc(Nc2ncnc3ccc(C)cc23)cc1
  UBC13 inh = 5; Gli-Sufu block = 1; Apaf-1 inh = 3; Jurkat NFkB inh = 9; HKDC1 inhibitor = -4; SENP7 block = -2; SENP8 inh = -1; 697 NFkB inh = -11

> O=C(OCC(=O)N1CCOCC1)c1ccc2[nH]c3c(c2c1)CCCC3
  UBC13 inh = -9; Gli-Sufu block = 4; Apaf-1 inh = -10; Jurkat NFkB inh = -23; HKDC1 inhibitor = 2; SENP7 block = -3; SENP8 inh = -6; 697 NFkB inh = -4

Continuation:
smiles	UBC13 inh	Gli-Sufu block	Apaf-1 inh	Jurkat NFkB inh	HKDC1 inhibitor	SENP7 block	SENP8 inh	697 NFkB inh
Cc1ccc(O)c(NC(=O)/C=C/C(=O)O)c1	1	-2	-1	8	-11	3	-4	0
Cc1ccc(COc2ccc(CNCCCN3CCCCCC3=O)cc2)cc1	7	14	0	-16	-5	-6	-3	-1
COCCN1Cc2cccc(C(=O)Nc3ccc(S(=O)(=O)N4CCCCC4)cc3)c2C1=O	-6	-28	-2	-5	0	-5	-4	-5
O=C(OCc1ccccc1Cl)c1ccc(-n2cnnc2)cc1	-4	3	8	-14	17	10	1	-43
